# Source: PubChem BioAssay
# KCC2 mod – modulators of human KCC2 chloride dependent transport. KCC2 cells, thallium flux FluoZin-2 fluorescence. hit rate 2.2% among 190,000. B-score of Tl+ flux slope (higher = more flux/activation; lower = inhibition) at 10 µM;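 active means thallium flux slope and its plate-corrected score both differing from the plate sample mean at a set confidence after two filtering rounds, in either direction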;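 further: slope of fluorescence scaled to starting intensity during 10 to 20 s after thallium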
# Furin inhibitor – human furin inhibition | hit rate 0.061% among 220,000 | P09958 | purified furin, fluorogenic substrate cleavage | inhibition, % at 30 µM; in the data active means inhibition above about 25%; further: inactives centre near -15
# KLK5 inh – inhibitors of human kallikrein 5. hit rate 0.59% among 210,000. recombinant hK5, fluorogenic AMC substrate cleavage. inhibition, % at 5 µM. AID 873;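 active means inhibition of 40% or more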;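 further: 0% = enzyme controls without compound and 100% = no-enzyme blanks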
# thrombin 1536 – thrombin (human) inhibition; alpha-thrombin, Boc-VPR-AMC fluorogenic substrate cleavage; inhibition, % at 5 µM; hit rate 0.26% among 220,000; AID 1046;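 active means inhibition at or above 40%; inactive means inhibition below 40%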;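 further: 0% = enzyme with no compound and 100% = wells without enzyme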
#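 signal = AMC fluorescence, 355/460 nm | material = human alpha-thrombin enzyme | control set = enzyme without compound as high, wells lacking enzyme as low | times = reaction at room temperature | read-out basis = percent inhibition scaled between no-compound controls and no-enzyme blanks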
# eIF4E-4G inh – blocks eIF4E binding to eIF4G; inhibition, % at 21.7 µM; TR-FRET eIF4E-eIF4GI(517-606) binding, 2 h; AID 782; hit rate 0.37% among 220,000;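 further: 0% = full FRET control wells and 100% = background wells lacking eIF4GI fragment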
# NCF1 inh – blocks human p47phox regulatory protein of NADPH oxidases. P14598. p47phox/p22phox peptide binding, fluorescence polarization, 2 h. inhibition, % at 24.7 µM. hit rate 0.53% among 220,000. AID 1274;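 further: 0% = p47phox with labelled peptide and 100% = labelled peptide alone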
# Rad51 HR inh – Rad51 (human) homologous recombination inhibition | Q06609 | hRad51 DNA strand exchange, fluorescence dequenching | inhibition, % at 10 µM | hit rate 0.085% among 200,000;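 active means inhibition above 40% at the single screening dose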;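 further: 0% = DMSO control wells and 100% = blanks with heterologous ssDNA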
#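 System: human Rad51 nucleoprotein filaments preassembled on unlabelled ssDNA. Reagent: labelled 47-mer dsDNA for strand exchange. Schedule: 30-min compound preincubation and 15-min exchange, both room temperature. Measured by: FRET fluorescence dequenching, excitation 485 nm, emission 520 nm. Read-out: Fluorescence-based percent inhibition, control- and blank-normalised. Benchmarks: plate controls and plate blanks.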
# EBV gp42 block – blocks Epstein-Barr virus glycoprotein 42 binding. Q1HVG2. Fluorescence polarization binding assay, mP read-out. inhibition, % (tested at 21.74 µM). hit rate 0.42% among 220,000. AID 1085; in the data active means inhibition above about 50%
# 14-3-3 Bad inh – disrupts binding of bovine 14-3-3 zeta to phospho-Bad peptide; TR-FRET 14-3-3zeta/Dy647-pBad peptide displacement, 1 h; inhibition, % at 21.7 µM; hit rate 0.71% among 220,000; AID 781;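 active means inhibition above about 70%, limit read from the data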;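 further: 0% = full 14-3-3 plus peptide FRET controls and 100% = background without 14-3-3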
# Active calls of the source: *; / = no result given; [ ] = another dose, or the depositor's remark.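 How the source made its calls, unless noted: active means inhibition above about 30% (limit read from the data); inactive means the rest.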 Hits appear at their usual frequency; overall some 4.7% were active at least once.
SMILES,KCC2 mod,Furin inhibitor,KLK5 inh,thrombin 1536,eIF4E-4G inh,NCF1 inh,Rad51 HR inh,EBV gp42 block,14-3-3 Bad inh
CCOc1ccc(Oc2nc(N(CC)CC)nc(N3CCOCC3)n2)nn1,0.374,-26.3,-16.0,2.7,-3.7,-4.7,-1.2,-16.8,-7.1
COC(C[C@@H](O)[C@H](C)[C@H](O)COCc1ccccc1)OC,0.617,-5.9,2.7,-2.7,-5.8,-7.8,0.7,-4.8,1.7
CCc1ccc(-c2nc(CN3CCC(C(=O)NCc4ccccc4OC)CC3)c(C)o2)cc1,-0.514,-19.5,-11.3,-9.8,8.3,-6.2,-33.4,-6.5,-2.8
Cc1cc(C(=O)Nc2ccc(S(=O)(=O)Nc3nccs3)cc2)c(C)o1,-0.153,-20.7[20 µM],-19.8,5.5,2.8[fluorescence artefact?],-21.3,1.6,-18.5,-8.9[fluorescence artefact?]
COc1cccc(CNC(=O)CSc2cc(=O)n(C)c3ccccc23)c1,-2.15,-31.4,6.0,-5.8,1.7,-9.3,27.8,-12.0,-7.9
COc1ccc(C(c2sc3nc(C)nn3c2O)N2CCN(Cc3ccccc3)CC2)cc1OC (stereo not drawn),-1.36,-14.4,-7.8,-1.4,-0.8,-7.1,-5.6,-25.0,5.9
COc1ccc(NC(=O)CCN2CCCCCC2)c(OC)c1,0.866,-12.8,-7.3,0.2,2.3,-17.7,6.7,-7.1,17.8
CCCCOc1ccc(CNn2c(C)nc3ccccc3c2=O)cc1,-0.839,-23.8,-8.7,-7.6,-5.5,-16.5,-7.8,-3.1,3.5
CCS(=O)(=O)Nc1ccc(C2=NN(C(=S)Nc3ccccc3)C(c3ccco3)C2)cc1 (stereo not drawn),0.0515,-16.6,-0.9,-2.2,-8.7,-65.8,-6.9,-10.3,5.9
CC(=O)Nc1ccccc1OCC(=O)NC(C)c1ccc(F)cc1 (stereo not drawn),-0.778,-23.2,-0.5,-6.1,2.7,-7.1,-1.9,-13.2,6.2
O=C(NC(=S)NCCc1ccccc1)c1ccco1,/,-8.1,0.5,-8.2,1.7,-7.0,/,0.2,-4.7
O=C(Nc1ccccc1)Nc1ccc(F)c([N+](=O)[O-])c1,-1.61,-16.2,-6.2,-2.1,4.8,2.2,11.8,-5.8,0.9[fluorescence artefact?]
O=S(=O)(Nc1ccncc1)c1ccccc1,2.78,-0.5,5.8,-0.5,14.9,-4.5,-6.1,-10.7,66.0[fluorescence artefact?]
CCOc1cccc(/C(O)=C2/C(=O)C(=O)N(CCN3CCOCC3)C2c2cccnc2)c1 (stereo not drawn),-0.509,-10.3[20 µM],-6.8,-2.0,2.4,2.4,8.4,-20.0,13.1
CC1(C)N=C(/C=N/O)C=[N+]1[O-],-0.0992,-13.1,-9.3,3.4,-15.7[fluorescence artefact?],-10.1,8.7,-30.0,0.8
c1ccc(-c2cnc(-c3ccccc3)nc2)cc1,-0.0212,-12.2[20 µM],-13.7,-8.5,2.9[fluorescence artefact?],1.6,-0.6,-6.6,-4.8[fluorescence artefact?]
O=C(NCc1ccccc1)c1ccccc1OCC(=O)N1CCCCC1,-0.00443,-7.7[20 µM],32.2,19.1,-0.6,-7.2,-3.7,-4.5,8.5
Cc1noc(C)c1S(=O)(=O)N1CCC(C(=O)N2CCC(N3CCCCC3)CC2)CC1,-0.359,4.9,-14.9,-5.1,-2.9,-10.3,/,-4.8,4.1
CCC(=O)Nc1cccc(C2=NOC3(C2)C[C@@H](C(N)=O)N(C(=O)COc2ccc(Cl)cc2)C3)c1 (stereo partly drawn),0.238,-32.7,1.9,1.8,-1.3,-2.2,10.4,-15.1,4.6
O=C(CN1c2ccccc2Sc2ccccc21)N/N=C/c1ccc([N+](=O)[O-])cc1,0.608,-17.8,2.0,-2.4,5.3,-4.7,7.7,-17.8,-1.1
Cc1ccc(/C=N\NC(=O)C2COc3cc4ccccc4cc3O2)o1 (stereo not drawn),-0.265,-9.3,-20.7,-5.8,1.0,-28.4,9.7,-2.4,-9.1
Cc1ccc(SCCOCCN2CC(C)OC(C)C2)cc1 (stereo not drawn),-1.43,-0.3,17.0,11.0,-9.8,1.0,-5.6,-3.3,4.2
CCN(CC)S(=O)(=O)c1cc(C(=O)Oc2cccc(-c3cnc4ccccc4n3)c2)ccc1OC,-0.58,-17.5,-18.5,2.9,4.3[fluorescence artefact?],-20.0,-3.3,-4.6,-21.1
Cc1cccc(NC(=O)Cn2nnc(-c3cccs3)n2)c1C,0.273,-26.6,8.2,2.9,-4.2,-0.9,-1.0,-2.1,0.2
CCOC(=O)N1CCN(c2ccc(F)cc2[N+](=O)[O-])CC1,-0.135,-13.9,-9.3,-2.5,2.0,-8.2,5.3,-0.9,2.9
CC(=O)c1c(C)[nH]c(C(=O)Nc2ccc(C)cn2)c1C,0.502,-11.2,-17.0,2.1,-6.7,-6.7,11.8,-17.9,-3.0
Nc1cc(N)nc(SCC(=O)NCC2CCCO2)n1 (stereo not drawn),-1.58,-11.8,-0.1,5.2,-9.4,-8.8,3.8,-11.1,5.5[fluorescence artefact?]
Cc1nn(C)cc1CNC(=O)c1cccc(Br)c1,1.42,-20.6[20 µM],30.9,33.2,0.4,1.6,-6.2,-0.1,-15.5[fluorescence artefact?]
COc1cccc(OC)c1C(=O)OCC(=O)NCC(C)C,0.76,-14.7,1.6,3.8,-2.5,5.8,-1.5,-19.7,9.0
O=C(/C=C/N1CCOCC1)c1ccc(-c2ccccc2)cc1,-0.182,-20.8[20 µM],-15.3,6.5,9.0[fluorescence artefact?],-18.5,-0.4,-11.3,3.6[fluorescence artefact?]
O=C1c2cccnc2C(=O)N1Cc1ccc2c(c1)OCO2,0.755,-9.9,-18.9,-11.9,-8.4[fluorescence artefact?],-3.6,5.1,-5.0,-0.2[fluorescence artefact?]
CCOC(=O)c1[nH]c(C)c(/C(O)=C2\C(=O)C(=O)N(CCN(C)C)C2c2ccncc2)c1C (stereo not drawn),0.0732,-5.8,-8.8,-0.2,-3.7,-60.2,2.1,-11.8,-3.4
CC(=O)c1cccc(NC(=O)C2CC(c3ccc(F)cc3)=NO2)c1 (stereo not drawn),-0.406,-11.1[20 µM],-9.8,6.8,4.4,-15.8,-1.7,-6.2,-14.7
CCCn1nnnc1SCC(=O)N1CCN(C(=O)c2ccco2)CC1,-0.363,-8.0[20 µM],-1.3,-2.5,-3.3,-19.3,0.4,-21.0,-6.8[fluorescence artefact?]
Cc1ccc(-c2noc(CC(c3ccccc3)c3ccccc3)n2)cc1,/,-13.2[20 µM],-13.3,0.8,15.8[fluorescence artefact?],4.0,-0.9,-2.5,9.3[fluorescence artefact?]
Cc1ccc(C2NC(=O)NC(O)(C(F)(F)F)C2C(=O)c2cccs2)o1 (stereo not drawn),0.106,-35.5[20 µM],3.8,2.6,1.1[fluorescence artefact?],-6.2,-3.4,-6.6,-2.7
COC(=O)c1cc(CSc2nnc(NC3CCCCC3)s2)oc1C,0.135,-9.5,42.0*,16.8,9.3,-11.1,-2.4,11.3,-21.0
CC(C)(C)C(=O)Nc1nnc(COc2ccc(Cl)cc2)s1,-0.802,-5.3,1.5,1.7,1.3,-7.2,6.3,-11.4,-2.4
COC(=O)CCC(=O)Nc1sc(C)c(C)c1C(N)=O,0.749,-22.0,29.3,21.3,20.8,-6.8,-7.2,-2.4,6.1
Cc1nn(-c2ccccc2)c2c1C(c1ccc(Cl)cc1)N(c1ccccc1)C(=O)N2 (stereo not drawn),-0.405,-14.8,-8.6,1.3,16.3[fluorescence artefact?],-8.2,3.2,-4.9,-3.4[fluorescence artefact?]
CC(=O)N/C(=C\c1ccc(F)cc1)C(=O)NC(Cc1ccccc1)C(=O)O (stereo not drawn),0.0184,-17.2,-0.1,-5.0,-3.9,-1.2,5.7,-12.6,-1.3
O=C1CCCC2=C1C(c1ccc(OS(=O)(=O)c3ccc(Cl)cc3)cc1)C1=C(CCCC1=O)O2,0.172,-22.3,-9.6,5.1,-17.8,-0.7,-2.3,-14.7,-5.2
COc1ccc(C(=O)CSc2ncnc3nc[nH]c23)cc1,-0.349,-24.7,3.0,5.8,-0.6,-15.3,20.6,-12.1,1.6
Cc1ccc(CC(=O)NCCCc2ccccc2)cc1,-0.496,-7.1[20 µM],-5.3,1.9,-8.2,-19.1,0.3,-18.3,1.9
CCc1cccc(CC)c1NC(=O)NC1CCCCC1,-0.673,-22.3,-19.3,-12.5,6.5,-10.3,4.4,-3.2,-6.7
COc1cccc(NC(=O)N2CCC(n3nnc4ccccc43)CC2)c1,-3.44,-16.3,1.9,-2.3,1.1,-16.2,-108.2,1.6,-1.7
Cc1ccc(/C=N/NC(=O)c2cccs2)cc1[N+](=O)[O-],-0.607,-5.7[20 µM],-9.0,1.3,-1.2,-16.7,/,-18.6,-9.3
CCN(CC)C(=O)C(=O)c1cccn1-c1cccc(OC)c1C#N,-0.305,-21.6,/,-1.5,-0.3,4.4,-10.1,-2.1,-13.2
Cc1nnc(SCC(=O)N/N=C/c2cc(Cl)c(O)c(Cl)c2)s1,0.577,-14.4,-0.7,-12.0,-4.7,-8.6,-1.0,-25.8,3.2
CCC(=O)Nc1nn(C)c2nc3c(C)cccc3cc12,-0.023,-32.4[20 µM],-21.3,-1.5,-5.9[fluorescence artefact?],0.2,1.0,17.4,-9.5[fluorescence artefact?]
CC(C)(C)NC(=S)N/N=C/c1cc(Br)c(O)c(Br)c1,/,10.3,5.2,4.6,4.5,-12.4,18.9,-10.8,-0.5
NC(=O)CN1C(=O)C(O)(CC(=O)c2ccccc2O)c2ccccc21 (stereo not drawn),-0.415,-6.9,-9.9,-3.0,4.6,-2.0,-3.6,8.5,-4.3[fluorescence artefact?]
COCCNC(=O)CSc1ccccc1C(=O)O,1.76,-18.5,2.4,-2.0,1.2,15.7,6.3,15.7,-14.9
CCCC1O[C@@H]2CC3C4CCC5=CC(=O)C=C[C@]5(C)C4C(OC(C)=O)C[C@]3(C)[C@]2(C(=O)COC(C)=O)O1 (stereo partly drawn),0.351,-22.8[20 µM],2.0,3.9,5.5,-8.1,-14.1,-12.9,4.1
CC(C)(C)c1cc(C(=O)N/N=C/c2ccc(F)cc2)n(-c2ccccc2)n1,-0.0605,-17.0[20 µM],1.6,-1.9,4.6,-8.0,-12.5,11.7,3.3
COc1cc(CNCCN(C)C)c(Br)cc1OC1CCCC1,-0.0263,-25.0,/,-4.6,-4.0,-4.3,/,-8.6,9.2
Cc1cc(NC(=O)c2ccc(S(=O)(=O)N3CCc4ccccc43)cc2)no1,0.274,-10.9,-12.9,2.0,0.0,-22.5,6.4,-17.1,-14.7

# 3 structures already listed, arranged by length of the SMILES, smallest number first:
SMILES,KCC2 mod,Furin inhibitor,KLK5 inh,thrombin 1536,eIF4E-4G inh,NCF1 inh,Rad51 HR inh,EBV gp42 block,14-3-3 Bad inh
COc1cc(CNCCN(C)C)c(Br)cc1OC1CCCC1,-0.0263,-25.0,/,-4.6,-4.0,-4.3,/,-8.6,9.2
Cc1nnc(SCC(=O)N/N=C/c2cc(Cl)c(O)c(Cl)c2)s1,0.577,-14.4,-0.7,-12.0,-4.7,-8.6,-1.0,-25.8,3.2
NC(=O)CN1C(=O)C(O)(CC(=O)c2ccccc2O)c2ccccc21 (stereo not drawn),-0.415,-6.9,-9.9,-3.0,4.6,-2.0,-3.6,8.5,-4.3[fluorescence artefact?]
